ELG1 genotox: genotoxicity induction in ELG1-luciferase HEK293T cells; Potency, µM (top dose mostly 46 µM), without a hit: at the top dose activity change, positive = activation, hits mostly activators; AID 504466; 1.3% of 330,000 active; HEK293T ELG1-luciferase reporter, luminescence, 16 h; note: potency is the fitted concentration of half-maximal effect; % of control where 0% means no effect; nearly all actives have a fitted effect of over 60% in size
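DMSO vehicle served as control against compound-treated ELG1-luciferase HEK293T cells; exposure lasted 16 hr at 37 °C and 5% CO2, followed by ONE-Glo luminescence detection after 30 min.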
Coupling enz: inhibits coupling enzyme system, counter-screen for aldolase hits; coupling enzyme system counterscreen, AmpLite Red fluorescence; 0.67% of 290,000 active; activity change, negative = inhibition, % at 58.2 µM, hits read low; in the data active = activity change below about -30%; note: % is set by controls: 0 for no effect and ±100 for the full control effect
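Activity here indicates interference with the coupling reaction, not aldolase inhibition. Compounds at 57.5 uM final met coupling enzymes for 10 min at RT; substrate and AmpLite Red detection followed, with a 525/598 nm fluorescence read after 20 min.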
NPC1 promoter act: activates the NPC1 promoter; Huh7 NPC1 promoter luciferase reporter, 24 h; Potency, µM (titrated, usually from 9.22 µM), without a hit: at the highest dose activation, hits mostly activators; 2.4% of 320,000 active;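 note: potency is the fitted concentration of half-maximal effect; % of control where 0% means no effect; nearly all actives have a fitted effect of over 60% in size; reporter is driven by a mutant NPC1 promoter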
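Huh7 reporter cells (NPC1 promoter driving luciferase) are dosed with compound for 24 h at 37 °C, 5% CO2; luciferase detection reagent is then added and luminescence measured after 10 min at ambient temperature.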
RORgamma inh: ROR gamma (mouse) transcription inhibition; P51450; Drosophila S2 Gal4-RORgamma UAS-luciferase reporter, 20 h; Potency, µM (series often up to 53.6 µM), inactives show at the highest dose activity change, negative = inhibition, usual class: inhibitors; 5.4% of 310,000 active; AID 2551; note: potency is the fitted concentration of half-maximal effect; % is set by controls: 0 for no effect and ±100 for the full control effect; nearly all actives have a fitted effect of over 60% in size
Target sequence (P51450 whole entry, looked up, the tested form may be a part): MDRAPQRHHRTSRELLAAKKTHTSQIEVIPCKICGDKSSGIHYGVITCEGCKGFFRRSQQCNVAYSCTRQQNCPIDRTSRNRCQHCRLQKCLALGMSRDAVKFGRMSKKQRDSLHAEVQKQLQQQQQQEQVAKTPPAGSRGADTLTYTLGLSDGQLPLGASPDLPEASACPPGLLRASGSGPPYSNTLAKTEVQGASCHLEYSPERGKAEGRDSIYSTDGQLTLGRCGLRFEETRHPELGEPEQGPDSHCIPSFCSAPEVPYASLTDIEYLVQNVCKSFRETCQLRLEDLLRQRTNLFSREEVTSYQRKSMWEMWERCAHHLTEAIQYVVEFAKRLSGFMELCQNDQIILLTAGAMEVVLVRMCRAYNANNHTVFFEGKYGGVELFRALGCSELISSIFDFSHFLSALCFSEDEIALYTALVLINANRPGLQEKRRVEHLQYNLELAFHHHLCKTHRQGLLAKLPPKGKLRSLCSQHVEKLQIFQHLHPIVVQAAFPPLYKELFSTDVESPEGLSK
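Luciferase reporter read in Schneider cells carrying Gal4-RORγ (mouse) and UAS-Photinus luciferase; cells given compound 1 h before 700 uM copper sulfate induction, then incubated 20 h at ambient temperature.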
Rab9 promoter act: Rab9 promoter activation. Huh7 Rab9 promoter-luciferase reporter, luminescence, 24 h. Potency, µM (series often up to 9.22 µM), inactives show at the highest dose activation, negative = inhibition, usual class: activators. 2.8% of 320,000 active. AID 485297; note: potency is the fitted concentration of half-maximal effect; % of control where 0% means no effect; nearly all actives have a fitted effect of over 60% in size
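Luminescence from Amplite-detected luciferase (10 minutes, ambient) reports Rab9 promoter activation. Before that, stable Rab9-luciferase Huh7 cells (1500/well, reduced-serum OP-MEM I plus 10% FBS) were exposed to compound for 24 hours at 37C.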
FLuc counter: counter-screen for miR-21 project: firefly luciferase inhibitors or activators; P08659; purified FLuc, Km substrates, luminescence inhibition; Potency, µM (series often up to 57.5 µM), without a hit: at the top dose activity change, negative = inhibition, hits mostly inhibitors; 6.9% of 360,000 active; AID 588342;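 note: potency is the fitted concentration of half-maximal effect; plate controls were vehicle for no effect and reference inhibitor for full effect; nearly all actives have a fitted effect of over 55% in size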
Target sequence (P08659 whole entry, looked up): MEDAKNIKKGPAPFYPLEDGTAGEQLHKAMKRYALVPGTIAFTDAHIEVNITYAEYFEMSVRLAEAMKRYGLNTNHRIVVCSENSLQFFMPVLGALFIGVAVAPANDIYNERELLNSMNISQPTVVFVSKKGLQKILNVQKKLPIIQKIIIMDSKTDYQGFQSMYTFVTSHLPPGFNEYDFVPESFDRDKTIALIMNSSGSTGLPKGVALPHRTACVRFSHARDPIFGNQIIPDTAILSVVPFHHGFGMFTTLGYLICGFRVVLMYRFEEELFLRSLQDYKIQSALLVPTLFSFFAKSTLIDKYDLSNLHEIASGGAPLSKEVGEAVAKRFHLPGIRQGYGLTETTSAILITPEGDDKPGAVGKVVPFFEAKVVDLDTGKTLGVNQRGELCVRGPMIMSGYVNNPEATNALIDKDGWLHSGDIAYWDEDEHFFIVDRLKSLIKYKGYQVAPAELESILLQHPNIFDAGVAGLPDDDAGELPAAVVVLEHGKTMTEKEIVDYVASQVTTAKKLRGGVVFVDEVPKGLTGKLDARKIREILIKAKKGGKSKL
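Purified P. pyralis luciferase (10nM final) with 10uM D-luciferin and 10uM ATP (Km levels) in 50mM Tris acetate pH 7.5, 10mM Mg acetate, 0.01% Tween-20, 0.05% BSA; qHTS 6-point titration, ~60 µM downward; luminescence read.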
uPA generation: cell surface uPA generation inhibition. cell surface uPA generation assay, qHTS. 0.31% of 330,000 active. Potency, µM (doses to about 38.3 µM), inactives show at the highest dose activity change, negative = inhibition, hits mostly inhibitors; active = well fitted inhibition curve with a large enough effect; inconclusive = small, poorly fitted or top-dose-only effect; inactive = no such curve, though single readings can be large or run the other way; tested in mouse RAW 264.7 cells; note: potency is the fitted concentration of half-maximal effect; % is set by controls: 0 for no effect and ±100 for the full control effect; nearly all actives have a fitted effect of over 55% in size
Tb PFK inh: T. brucei PFK enzyme inhibition. T. brucei PFK, ADP-Glo luminescence. Potency, µM (doses to about 57.5 µM), for the others: top-dose activity, negative = inhibition, hits mostly inhibitors. 0.17% of 330,000 active;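 note: potency is the fitted concentration of half-maximal effect; 0% = uninhibited 1x PFK enzyme wells and -100% = no-enzyme wells; nearly all actives have a fitted effect of over 60% in size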
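PFK 1.25 nM, F6P 0.5 mM, ATP 0.1 mM, 0.1 M TEA pH 8.0, 5 mM MgCl2, 0.01% Tween20, 0.1% BSA; 45 min RT. ADP-Glo readout. qHTS titration up to 57 uM; curves fitted, compounds curve-classed.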
KCNH2 3.1 block: inhibitors of human KCNH2 3.1 potassium channel isoform; AID 720553; activity change, % (tested at about 1.8 µM); 0.95% of 340,000 active; U2OS KCNH2 3.1, thallium flux FluxOr; hits give low values;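 active = maximum activity change below -70%; inconclusive = maximum activity change from -70% to -50%; inactive = maximum activity change above -50%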;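 note: thallium influx rate constant from kinetic fluorescence after stimulation buffer; % is set by controls: 0 for no effect and ±100 for the full control effect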
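Thallium flux read-out: FluxOr dye with Red40 quencher in HBSS/HEPES, 45 min at RT. Rate constants from kinetic reads were normalized to positive and negative DMSO controls. Cells: U2OS virally expressing the 3.1 isoform.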
Giardia killer: kills Giardia lamblia; AID 540267; Giardia lamblia trophozoite viability; 0.15% of 340,000 active; activity change, % at 7.66 µM, hits read low; in the data active = activity change below about -80%; inconclusive = between about -30% and that limit;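 note: parasites exposed to compound for two days anaerobically before the ATP read; % is set by controls: 0 for no effect and ±100 for the full control effect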
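Killing of trophozoites was scored by loss of ATP luminescence after a 48 hrs anaerobic exposure to compounds at 37 deg C, using 100 cells per well.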
Gal4-VP16 FLuc: inhibits Gal4-VP16 luciferase reporter, ROR gamma counter-screen. Drosophila S2 Gal4-VP16 UAS-luciferase, luminescence, 20 h. Potency, µM (titrated, usually from 53.6 µM), for inactives: top-dose activity, negative = inhibition, usual class: inhibitors. 3.5% of 310,000 active. AID 2546;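 note: Gal4-VP16 expression switched on by copper sulfate through the metallothionein promoter; potency is the fitted concentration of half-maximal effect; % is set by controls: 0 for no effect and ±100 for the full control effect; nearly all actives have a fitted effect of over 50% in size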
* hit, by the source's call; ? = inconclusive; . = not tested or not shown; & = joins results of further samples; [ ] = dose if it differs, or a comment. Unless noted, calls come from the whole dose curve; as a rule, active = well fitted curve in the direction sought with a large enough effect; inconclusive = small, poorly fitted or top-dose-only effect, or another doubt; inactive = no such curve, though single readings can be large; an effect the other way counts as inactive or inconclusive.

molecule	ELG1 genotox	Coupling enz	NPC1 promoter act	RORgamma inh	Rab9 promoter act	FLuc counter	uPA generation	Tb PFK inh	KCNH2 3.1 block	Giardia killer	Gal4-VP16 FLuc
O=C(CN(Cc1ccc(Cl)cc1)C(=O)c1csnn1)NCc1ccccc1	-4%	1	-7%	3%	-4%	4%	-1%	1%	11	8	5%
Cc1ccc(NC(=O)CSc2nnc(N)s2)cc1S(=O)(=O)N1CCCCC1	-5%	1	-5%	11%	-2%	-11%	15%	-2%	-13	-5	-1%
CC(C)(C#N)N([O-])C=C[N+](=O)C(C)(C)C#N	3%	4	-5%	-26%	-2%	7%	.	-1%	-6	-6	-4%
COc1cccc(NC(=O)CN(C)C(=O)c2cc(C3CC3)nn2-c2ccccc2)c1	-1%	.	0%	.	7%	.	-6%	-7%	0	-12	.
CCCCn1c(=O)c(Cc2ccccc2)c(O)c2ccccc21	1%	1	-4%	8%[0.365 µM]	-7%	7%	3%	-4%	-7	-4	.
O=C(COC(=O)C1CCN(c2ccc(C(F)(F)F)cn2)CC1)Nc1ccc(F)cc1[N+](=O)[O-]	1%	.	2%	.	3%	0%	3%	-1%	?	44[activator]	.
Cc1ccc(NC(=O)c2ccc(NCCCN3CCC(C)CC3)c([N+](=O)[O-])c2)cc1F	3%	-1	-10%	-40%	-8%	-2%	-4%	4%	?	5	?
Cc1ccccc1CNS(=O)(=O)c1csc(C(N)=O)c1	-2%	.	-16%	4%	2%	-1%&-1%	-5%	-5%	-2	-4	-7%
Brc1ccc2[nH]c3c(c2c1)CCC3	-3%	0	-4%	9%	2%	-3%	3%	0%	1	12	4%
Cc1c(C(c2ccc(C(=O)O)cc2)c2c(C)n(C)n(-c3ccccc3)c2=O)c(=O)n(-c2ccccc2)n1C	-1%	1	2%	11%	-4%	-3%	-4%	-2%	8	-19	-2%
CC(=O)Nc1ccccc1-c1nn[nH]n1	2%	-1	7%	-8%	-4%	5%	-3%	1%	.	26	-10%
O=C(Nc1cccc(F)c1)c1ccccc1	9%	0	?	15%	?	?	-1%	-1%	-8	-21	5%
CCCOCC1CC2(CC(C)(c3csc(N)n3)OC2=O)C(=O)O1 (centres undefined)	0%	1	-3%	2%	-5%	2%	2%	2%	-19	0	2%
CCOC(=O)C(NC(C)=O)(Nc1ccc(F)cc1)C(F)(F)F (centres undefined)	3%	3	-4%	-31%	-1%	-3%	3%	-3%	17	-11	0%
Cc1ccc(OC(=O)c2sc(Cl)nc2C)cc1C	12%	1	-1%	?	-6%	?	-2%	0%	6	-12	-3%
Fc1ccc(-c2nnc(-c3ccc(Cl)cc3)o2)cc1	6.5µM*	6	2µM*	?	0.79µM*	2.7µM*	.	-2%	14	-3	12%
O=C(CCCNS(=O)(=O)c1cccc2nsnc12)NC1CCCCC1	-2%	7	0%	1%	6%	-1%	1%	-5%	3	16	0%
COc1ccc(CNc2ccc3c(c2)CCC3)cc1Br	11%	-2	-4%	.	1%	-19%	-9%	0%	7	-4	.
COc1cc2c(cc1OC)CN(C(=O)CSc1nc(N)c(C#N)cc1C#N)CC2	-4%	2	-3%	-2%	0%	4%[2.3 µM]	.	-7%	-14	1	0%
CCOC(=O)c1ccccc1Cc1nc2ccccc2c(=O)[nH]1	12%	-4	0%	21%	-10%	-1%	2%	4%	6	-8	4%
Cc1ccc(S(=O)(=O)n2nc(-c3cccnc3)nc2N)cc1	2%	2	-3%	23%	-3%	1%	1%	-4%	11	7	-4%
COc1cccc(NS(=O)(=O)c2cc3c(cc2C)NC(=O)CO3)c1	3%	-2	-1%	-2%	4%	3%	2%	3%	-14	23	3%
COc1cccc(NC(=O)CSc2ccc(-c3sc(C)nc3C)nn2)c1	-22%	-4	-5%	21%	1%	?	-6%	4%	0	-5	7%
O=C(CCn1cnnn1)Nc1ccc(Cl)c(Cl)c1	-8%	0	-5%	21%	-6%	5%	-12%	?	-19	-7	-13%
C=CCN1C(=O)NC(c2ccccc2)(C(F)(F)F)S/C1=C(\C#N)c1nnc(N2CCOCC2)n1-c1ccccc1 (centres undefined)	2%	0	-3%	5.6µM*	0%	1%	?	0%	-11	-5	13µM*
Cc1ccc(S(=O)(=O)N2CCCCC2)cc1C(=O)c1nccn1C	0%	1	1%	-10%	1%	-1%	-1%	-7%	5	-3	0%
CC(=O)Nc1ccc(NC(=O)CSc2nc(C)nc3sc(C)c(C)c23)cc1	1%	6	-8%	24%	0%	1%	6%	-1%	4	-4	0%
Cc1cc(C)cc(NC(=O)C(=O)NCC2CCCO2)c1 (centres undefined)	12%	-5	9%	0%	-14%	-13%	-12%	-4%	-10	1	26%[10 µM]
CCCc1nc2ccccc2c(=O)n1CC(=O)c1ccccc1	2%	-2	-6%	11%	4%	1%	12%	-1%	0	7	-16%
Cc1nc(N2CCC(C)CC2)c2c(C)c(C(=O)Nc3ccc(C)c(F)c3)sc2n1	1%	3	-3%	16%	-28%	3%	5%	1%	.	-10	-3%
CCCCN(CC)C(=O)Cc1ccc(Br)cc1	-1%	2	-1%	24%	-6%	6%	-3%	0%	-9	7	-3%
COc1cccc2cc(C(=O)Nc3ccccc3C(=O)N3CCOCC3)oc12	-5%	0	-3%	-1%	0%	-1%	1%	0%	-11	-5	2%
CCOC(=O)N1CCN(C(=O)CSc2ccc(-c3ccc(OC)c(OC)c3)nn2)CC1	-14%	0	2%	0%	5%	17µM*	-10%	3%	-3	-8	-6%
Cc1ccc(S[C@@H](CCN2CC[C@H](O)CCC2=O)c2ccccc2)cc1	-2%	-2	-4%	2%	0%	2%	7%	-6%	16	-19	5%
CCOc1ccccc1NC(=O)NC(C)c1ccncc1 (centres undefined)	0%	-4	-5%	4%	-2%	0%	6%	-3%	-15	5	-7%
CS(=O)(=O)Oc1ccc2c(c1)O/C(=C\c1cccc([N+](=O)[O-])c1)C2=O	-1%	-2	3%	7%	-1%	-3%	-6%	-2%	0	2	-8%
Nc1nonc1-n1nnc(C(=O)N/N=C/c2cccnc2)c1-c1ccccc1	-4%	-1	-5%	34%	3%	3%	5%	2%	3	-18	-2%
Cc1ccc(CSc2ccc(-c3cccs3)nn2)cc1	23µM*	-1	4.5µM*	0%	2.8µM*	2.1µM*	1%	-8%	-9	?	-2%
O=C(COC(=O)c1ccccc1F)NCc1ccc2c(c1)OCO2	-1%	.	.	.	.	.	10%	5%	-17	-18	.
COCCCNC(=O)/C(C#N)=C/c1c(N2CCCCCC2)nc2ccccn2c1=O	-6%	0	2%	-1%	-4%[1.84 µM]	8%	0%	5%	-2	3	-13%
COc1ccc(OC(C)C(=O)Nc2cccc(F)c2)cc1 (centres undefined)	-5%	0	-3%	?	-1%	-3%	2%	-3%	6	16	5%
Cc1cc(C(F)(F)F)c2sc(N)nc2n1	11%	2	-2%	-2%	-9%	-1%	-5%	-3%	1	7	4%
O=C(Cc1ccc([N+](=O)[O-])cc1)N/N=C/c1ccc([N+](=O)[O-])o1	-6%	0	-9%	-22%	-29%	0%	?	?	-11	-89*	?
COc1ccc(CNC(=O)CN(c2ccc(C(C)C)cc2)S(=O)(=O)c2c(C)noc2C)cc1	4%	.	0%	-30%	0%	5%	9%	-5%	-24	7	-7%
O=C(NCc1ccc(F)cc1)c1ccc(CS(=O)Cc2ccccc2Cl)o1 (centres undefined)	-8%	.	2%	?	-3%	0%	?	-1%	5	27	0%
CCOC(=O)c1ccc2c(c1)n(CCCS(=O)(=O)[O-])c(/C=C/c1ccc(Cl)cc1)[n+]2CC	0%	0	-5%	-10%	2%	1%	2%	-4%	8	6	-6%
Cc1ccc2nc(SC(C)C(=O)N3CCCCC3)[nH]c2c1 (centres undefined)	6%	-4	25%	8%	12%	?	6%	-7%	1	8	-7%
O=C(/C=C/c1ccc(Br)cc1)NC(=O)c1ccccc1O	?	5	3.5µM*	?	1.8µM*	0.38µM*	-17%	2%	-12	3	-29%
Cc1cc(C)n(C2CCCCC2OC(=O)c2ccccc2)n1 (centres undefined)	0%	2	0%	0%	-3%	0%	-3%	5%	-45	15	-10%
COc1cc(NC(=S)NCc2cccnc2)cc(OC)c1OC	2%	2	3%	11%	-4%	-3%	10%	1%	.	14	-2%
Cc1ccc2oc(C(=O)NCC(c3ccco3)N3CCCC3)c(C)c2c1 (centres undefined)	0%	.	14%	18%	21%	-11%	3%	-5%	-16	8	-1%
O=C(NCCS(=O)(=O)c1ccc(Br)cc1)c1ccc(F)cc1	6%	0	0%	-26%	5%	0%	4%	-13%	16	-22	-5%
